IMP-1 inh – IMP-1 metallo-beta-lactamase inhibitors, primary screen, biochemical, epi-absorbance readout, Pseudomonas aeruginosa enzyme. metallo-beta-lactamase IMP-1 (Pseudomonas aeruginosa). AID 1556, 2009. 290,000 compounds, 0.45% hits. inhibition, % at 5.6 µM. purified IMP-1, nitrocefin hydrolysis, epi-absorbance fluorescence;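 active = inhibition above the mean plus 3 SD of all compounds in the same screening run, cut at about 4.5% in these data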;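 also: 0% = IMP-1 with DMSO and 100% = DMSO wells lacking enzyme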
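System: Purified recombinant IMP-1 metallo-beta-lactamase enzyme | Measured by: Fluorescence quenching readout, ex 480/em 530 nm | Replication: Singlicate | Incubation: 15 min preincubation plus 25 min reaction at 25 °C | Evaluation: Percent inhibition from optical density relative to buffer-blank wells | Benchmarks: DMSO with and without IMP-1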
p-CIP stab down – p/CIP-EGFP fusion destabilizers, primary screen, fluorescence, F442A cells. Q05BA5. 16 h. decrease of EGFP signal, % at 10 µM. 290,000 compounds, 0.01% hits. AID 1984, 2009;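 active = EGFP signal decrease of at least 30% at 10 µM or well 3 SD below plate mean, unless failing retest; inactive = the rest, including hits failing retest or dose response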; also: some compounds called inactive have numbers as strong as hits; many of its hits are not listed in these tables
SUMO HTRF inh – inhibitors of in vitro SUMOylation cascade, primary screen, biochemical, HTRF, uHTS; SUMO-conjugating enzyme UBC9 (Homo sapiens), P63279; HTRF SUMOylation assay, SAE1/SAE2 + UBC9; inhibition, % at 35 µM; 290,000 compounds, 0.36% hits; AID 2006, 2009; in the data active = inhibition above about 50%, passing the limit was not always enough; also: strong numbers were not always called active
HCV NS3 hel inh – inhibitors of HCV NS3 helicase, primary screen, biochemical, Cy5 molecular beacon fluorescence; Hepatitis C virus NS3 helicase; NS3 helicase DNA unwinding; inhibition, % at 10.9 µM; 290,000 compounds, 0.56% hits;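 active = inhibition above the mean of all tested compounds plus 3 SD, set per campaign, cut at about 35% in these data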;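 also: 0% = DMSO wells and 100% = thioflavine S control wells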
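System: HCV NS3 helicase fragment; control set: DMSO and thioflavine S; technique: Cy5 fluorescence at 0 and 60 min, beacon hairpin quenching; reagent: beacon DNA duplex substrate plus ATP; replicates: singlicate; schedule: 1 h reaction at 25 °C, ATP-initiated; medium: MOPS buffer pH 6.5 with MgCl2, DTT, Tween20, BSA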
DNA FID counter – compounds displacing fluorescent DNA intercalator, primary screen, artefact control for HCV NS3 helicase inhibitor project, biochemical, FID fluorescence | inhibition, % at 7.9 µM | 290,000 compounds, 0.17% hits | DNA fluorescent intercalator displacement | AID 1845, 2009; in the data active = inhibition above about 37%;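 also: 0% = vehicle and 100% = reference compound; higher means more ethidium bromide displaced from hairpin DNA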
IDE act – human IDE activators in live cells, primary screen, fluorescence polarization, HEK cells, FAbeta-B substrate; Insulin-degrading enzyme (Homo sapiens), P14735; FAbeta-B cleavage; 0% vehicle, 100% cell-free pure enzyme wells; activation, % at 5.96 µM; 340,000 compounds, 0.073% hits; AID 493087, 2011;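 active = activation above the mean of all tested compounds plus 3 SD, set per screening campaign, cut at about 17% in these data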
Target sequence (P14735 whole entry, looked up): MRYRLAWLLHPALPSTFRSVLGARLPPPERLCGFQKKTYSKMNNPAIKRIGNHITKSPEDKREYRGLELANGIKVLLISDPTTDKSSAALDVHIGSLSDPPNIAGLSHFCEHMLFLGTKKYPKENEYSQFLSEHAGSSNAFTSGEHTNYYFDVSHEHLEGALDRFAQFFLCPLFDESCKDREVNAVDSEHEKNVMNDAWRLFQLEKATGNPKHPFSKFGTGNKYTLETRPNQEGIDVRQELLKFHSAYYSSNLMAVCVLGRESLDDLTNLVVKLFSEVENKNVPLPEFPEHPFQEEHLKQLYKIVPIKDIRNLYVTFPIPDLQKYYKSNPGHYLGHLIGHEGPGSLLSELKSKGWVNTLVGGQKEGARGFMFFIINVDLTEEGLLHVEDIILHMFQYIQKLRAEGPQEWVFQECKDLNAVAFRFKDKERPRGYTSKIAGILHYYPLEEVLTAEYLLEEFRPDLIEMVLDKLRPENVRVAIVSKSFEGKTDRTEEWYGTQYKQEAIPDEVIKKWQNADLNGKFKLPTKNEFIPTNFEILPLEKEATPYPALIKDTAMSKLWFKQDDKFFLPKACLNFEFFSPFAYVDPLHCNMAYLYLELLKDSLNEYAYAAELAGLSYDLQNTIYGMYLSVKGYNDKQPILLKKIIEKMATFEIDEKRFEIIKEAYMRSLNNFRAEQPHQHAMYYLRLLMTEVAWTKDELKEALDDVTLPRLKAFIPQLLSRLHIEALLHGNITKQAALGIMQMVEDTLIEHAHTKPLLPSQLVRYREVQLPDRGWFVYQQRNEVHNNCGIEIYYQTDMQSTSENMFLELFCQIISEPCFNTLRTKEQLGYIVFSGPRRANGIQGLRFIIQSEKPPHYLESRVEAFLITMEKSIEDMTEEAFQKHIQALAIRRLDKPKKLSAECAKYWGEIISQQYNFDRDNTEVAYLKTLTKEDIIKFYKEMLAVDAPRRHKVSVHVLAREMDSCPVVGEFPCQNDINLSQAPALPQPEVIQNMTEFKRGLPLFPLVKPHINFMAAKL
PHOSPHO1 block – PubChem AID 1565 | recombinant PHOSPHO1, absorbance phosphatase assay | inhibition, % at 13.3 µM | 290,000 compounds, 1.1% hits; in the data active = inhibition above about 60%
MEKK3 PB1 HTS – modulators of MEKK3-MEK5 PB1 binding, primary screen, biochemical, wildtype MEKK3, multiplex bead flow cytometry, Alexa488-MEK5 | bead-based flow cytometry, Alexa488-MEK5 binding to MEKK3; actives lie on both sides; 0 = blocked by unlabeled MEK5, 100 = vehicle | Mitogen-activated protein kinase kinase kinase 3 (Homo sapiens), Q99759 | AID 1529, 2009 | binding response (% of control), % at 10 µM | 290,000 compounds, 1.4% hits;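 active = binding response more than 3 SD above or below the average of its plate-row segment, actives on both sides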;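 also: Alexa488 bead fluorescence after subtracting the streptavidin-only scavenger bead signal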
VIM-2 inhibitor – VIM-2 metallo-beta-lactamase inhibitors, primary screen, biochemical, epi-absorbance readout, Pseudomonas aeruginosa enzyme; purified VIM-2, nitrocefin hydrolysis, epi-absorbance fluorescence; 290,000 compounds, 0.89% hits; inhibition, % at 5.6 µM;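 active = inhibition above the mean of all tested compounds plus 3 SD, cutoff set per screening run, cut at about 7.5% in these data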;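 also: red hydrolysis product quenches plate fluorescence so inhibitors raise well fluorescence; 0% = enzyme with DMSO and 100% = DMSO without enzyme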
An asterisk follows results filed as active; / = not tested or not shown. These rows are one share of the data; the hit share may differ from the screen's.

SMILES	IMP-1 inh	p-CIP stab down	SUMO HTRF inh	HCV NS3 hel inh	DNA FID counter	IDE act	PHOSPHO1 block	MEKK3 PB1 HTS	VIM-2 inhibitor
COc1cc(OC)cc(-c2nnc(SCC(=O)N(C(C)C)C(C)C)o2)c1	-1.2	-9	-12	-11	-14	-3	9	/	-1.1
COc1ccc(S(=O)NC2CCCCC2)c(OC)c1C (stereo not given)	-2.2	-12	14	1	3	2	87*	102	-3.1
O=C(CN1C(=O)CCC1=O)Nc1ccc(Br)cc1	-3.5	4	16	2	3	-1	21	104	-2.9
CCOC(=O)c1c(C)[nH]c(C(=O)N(C)Cc2cccc(OC)c2OC)c1C	-2.1	-25	7	4	-26	2	36	101	-0.8
COc1ccc(C(=O)NCCN2CCOCC2)c(OC)c1OC	-2.7	-13	4	-1	-3	1	26	107	-4.3
CC(C)CCNC(=O)c1cccc(S(=O)(=O)N2CCc3ccccc32)c1	-1.4	4	10	-9	-22	6	-4	102	-0.1
Cc1nc(-c2ccc(Cl)cc2)sc1C1(C)CC(c2c(Cl)cccc2Cl)=NO1 (stereo not given)	/	-8	-7	/	/	3	22	96	/
CN1CCN(S(=O)(=O)c2cccc(C(=O)Oc3ccccc3Cl)c2)CC1	-1.8	-5	2	-33	1	-3	53	96	-1.8
CCCn1ncc(CN2CCC(Oc3ccc(C(=O)N4CCCC4)cc3)CC2)c1C	-0.7	-13	19	-5	9	3	-2	100	-2.1
CCNc1nc(NCC)nc(OCCNS(=O)(=O)c2ccccc2)n1	-0.7	-5	9	-6	-15	0	46	103	-2.5
CCCCN(CCCC)CCCNC(=O)c1ccc2nc(-c3ccccc3NC(C)=O)c(=O)[nH]c2c1	-2.0	-1	17	7	7	-3	-16	100	-1.6
O=S(=O)(NCCc1cn2ccccc2n1)c1ccc(F)c(C(F)(F)F)c1	-4.0	5	11	14	-1	-3	-3	100	-5.4
Cc1ccc(C(=O)OCc2nnc(-c3ccccc3)o2)o1	-2.6	-5	19	1	-10	3	-7	103	-3.0
Cc1ccc2[nH]c3c(=O)n(N)c(=O)[nH]c3c2c1	-0.7	-11	14	-11	-25	/	42	94	-2.3
CCN(CC)Cc1c(O)ccc2c(-c3ccccc3)cc(=O)oc12	-2.2	-7	34	-2	11	-3	-3	99	-1.9
Cc1cc(C)c2sc(NC(=O)c3ccc(N4C(=O)CCC4=O)cc3)nc2c1	-3.0	1	28	7	-7	-9	20	97	-3.4
C(=C\c1ccncc1)/c1ccncc1	-3.1	-3	21	-1	-1	2	32	98	-0.9
C=CCn1c(SCC(=O)Nc2ccc3c(c2)OCO3)nc2ccccc2c1=O	-0.8	-1	0	13	-5	4	-31	112	-0.2
CCOC(=O)N/N=C(/C)c1ccc([N+](=O)[O-])o1	-0.4	-7	-6	5	3	0	24	101	-0.5
Cc1nc(SCC(=O)NC(=O)NC2CCCCC2)nc(C)c1C	-0.1	-3	4	-9	-25	-7	-13	100	-0.4
CC(=O)NC(c1ccc(Cl)cc1)c1c(O)ccc2ccc(O)cc12 (stereo not given)	-2.3	0	-11	-4	-4	6	57	102	-1.5
O=C(Cn1cc(C(F)(F)F)cc(Cl)c1=O)NCc1ccccc1	-0.3	0	6	-7	1	0	20	99	-1.1
CCOC(=O)c1sc(N)c(C#N)c1COC(=O)CNC(=O)c1ccccc1	0.3	4	7	-8	-11	-3	-19	108	-1.1
CCC1=C(OC(=O)N(CC)CC)N2C(=O)OC(=NCC3CC3)[C@]2(Cc2ccccc2)[C@H]2C1=CC[C@H]1C(=O)N(c3ccccc3)C(=O)[C@H]12	/	6	-4	/	/	-3	31	94	/
Cc1cc(C)cc(NC(=O)NCC(O)COc2ccc([N+](=O)[O-])cc2)c1 (stereo not given)	-3.7	-9	-19	8	3	4	7	103	-2.1

An excerpt of these results, with values under each structure:
Fields – IMP-1 inh	p-CIP stab down	SUMO HTRF inh	HCV NS3 hel inh	DNA FID counter	IDE act	PHOSPHO1 block	MEKK3 PB1 HTS	VIM-2 inhibitor
- CCCCN(CCCC)CCCNC(=O)c1ccc2nc(-c3ccccc3NC(C)=O)c(=O)[nH]c2c1
  -2.0	-1	17	7	7	-3	-16	100	-1.6
- C(=C\c1ccncc1)/c1ccncc1
  -3.1	-3	21	-1	-1	2	32	98	-0.9
- CCOC(=O)c1sc(N)c(C#N)c1COC(=O)CNC(=O)c1ccccc1
  0.3	4	7	-8	-11	-3	-19	108	-1.1
- C=CCn1c(SCC(=O)Nc2ccc3c(c2)OCO3)nc2ccccc2c1=O
  -0.8	-1	0	13	-5	4	-31	112	-0.2
- Cc1ccc2[nH]c3c(=O)n(N)c(=O)[nH]c3c2c1
  -0.7	-11	14	-11	-25	/	42	94	-2.3

(listing goes on)
SMILES	IMP-1 inh	p-CIP stab down	SUMO HTRF inh	HCV NS3 hel inh	DNA FID counter	IDE act	PHOSPHO1 block	MEKK3 PB1 HTS	VIM-2 inhibitor
Cc1ccccc1Cn1ccc(NC(=O)c2cnn3c(C(F)(F)F)cc(-c4ccco4)nc23)n1	-6.1	-2	-13	-2	-6	1	0	100	-2.8
CCN(CC)S(=O)(=O)c1ccc(N(C)C)c(NC(=O)CSCc2c(C)noc2C)c1	-1.8	-7	10	-4	-39	3	8	106	-1.9
COC(=O)Cc1ccc(NC(=S)NCc2ccccc2)cc1	-3.1	-8	7	-3	-3	4	1	108	-2.4
COc1nc(-c2ccccc2)ccc1-c1noc(-c2ccccc2)n1	-2.8	2	2	-2	-4	5	10	105	-2.8
CCN(CC)S(=O)(=O)c1ccc(OC)c(NS(=O)(=O)Cc2ccccc2)c1	-4.4	-14	7	-5	-18	2	19	110	0.2
CCOc1ccc(NC(=O)CN2CCN(CC(=O)Nc3cc(OC)cc(OC)c3)CC2)cc1	-2.5	9	5	-12	-5	13	34	113	-1.3
CCOc1ccccc1NC(=O)C1CCCN(C(=O)NCc2ccccc2)C1 (stereo not given)	-1.3	-4	4	-4	-19	3	45	102	-5.3
CC1CCN(c2nc3c(c(=O)[nH]c(=O)n3C)n2CCCc2ccccc2)CC1	-1.6	-2	-2	1	-9	8	8	115	-1.5
Cc1sc2ncnc(N)c2c1C	-0.1	-9	25	3	-3	0	24	68	2.9
CN1CCCCc2c1nc1c(c2N)CCCC1	-2.7	1	14	4	4	2	-25	102	-5.0
Cn1c(SCC(=O)OC2CCCCC2)nnc1-c1ccco1	-4.4	-12	30	-3	-11	-7	8	97	-0.8
CC(=O)c1cccc(NC(=O)c2cc(-c3cccs3)on2)c1	-0.6	-3	-10	-4	-10	-4	14	97	-1.9
CC1CN(C(=S)Nc2ccc(Br)cc2Cl)CC(C)O1 (stereo not given)	-1.9	-11	-10	2	-8	1	23	100	-1.4
CCOC(=O)C1=C(C)N(CC(C)C)C(=O)/C1=C\c1ccc(OCC(=O)Nc2ccccc2)cc1	-2.1	1	-6	2	-25	3	38	102	-1.5
CC(=O)N1[C@H](Cc2ccccc2)C=C[C@]1(C)C(=O)NCCN1CCOCC1	-2.0	-16	5	-1	-7	5	-120	100	-0.4
CCOc1ccc2c(c1)C(C)=CC(C)(C)N2S(=O)(=O)c1ccc(C)cc1	-3.8	-42	-1	-12	-18	0	15	103	-2.1
Brc1ccccc1-c1nnc(-c2cccnc2)o1	-1.5	-3	11	2	-8	1	-1	103	-2.4
CC(=O)N(CCCc1ccc(C(C)(C)C)cc1)CCCN(C)C	1.3	4	-3	-36	38*	2	10	103	2.5
CCOc1ccc(OCC)c(NC(=O)C2CCCN(S(=O)(=O)c3cccs3)C2)c1 (stereo not given)	-2.0	-24	5	10	-6	3	22	101	-1.3
CC(=O)NC1=NN(C(C)=O)C2(CCCCC2)S1	2.2	-6	-17	-3	-1	-1	6	99	-2.4
CCOc1ccccc1NC(=O)NCCCCc1ccccc1	-1.7	-13	6	0	-19	3	9	105	-1.4
Cc1cc(C)c(C)c(S(=O)(=O)N2C(=S)NC(=O)C2CC(C)C)c1C (stereo not given)	-2.5	-8	-2	9	-12	2	-15	101	-6.4

Single records, as listed above. Values in the order: IMP-1 inh | p-CIP stab down | SUMO HTRF inh | HCV NS3 hel inh | DNA FID counter | IDE act | PHOSPHO1 block | MEKK3 PB1 HTS | VIM-2 inhibitor
Profile of CC1CCN(c2nc3c(c(=O)[nH]c(=O)n3C)n2CCCc2ccccc2)CC1 = -1.6 | -2 | -2 | 1 | -9 | 8 | 8 | 115 | -1.5
Profile of CCOc1ccccc1NC(=O)NCCCCc1ccccc1 = -1.7 | -13 | 6 | 0 | -19 | 3 | 9 | 105 | -1.4
Profile of COc1nc(-c2ccccc2)ccc1-c1noc(-c2ccccc2)n1 = -2.8 | 2 | 2 | -2 | -4 | 5 | 10 | 105 | -2.8
Profile of CC1CN(C(=S)Nc2ccc(Br)cc2Cl)CC(C)O1 (stereo not given) = -1.9 | -11 | -10 | 2 | -8 | 1 | 23 | 100 | -1.4

Bioassay records deposited in PubChem BioAssay by several laboratories.
